MITF TRPM1 inh = inhibitors of MITF-driven TRPM1 promoter in melanoma cells; actives 0.83% (n = 330,000); AID 488899; SK-MEL-5 TRPM1 promoter luciferase, 24 h; inhibition, % at 12.5 µM;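 active = mean inhibition across replicates of 60% or more, whatever share of single replicates reaches that level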; also: values of inactives mirror those of a sister screen read the other way
Vif inh = HIV Vif inhibition; actives 0.35% (n = 340,000); HEK293T cells, Vif self-association by quenched fluorescence, imaging, 24 h; inhibition, % at 7.49 µM; AID 602346; in the data active = inhibition above about 50%, passing the limit was not always enough; also: some results filed as inactive read as strong as hits
NR2E3 ag-1 = human photoreceptor-specific nuclear receptor agonism; AID 602229; inhibition of corepressor binding, % at 3.98 µM; CHO-S Gal4-NCOR/VP16-NR2E3 two-hybrid, luciferase; actives 0.35% (n = 360,000); Q9Y5X4;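 active = inhibition above the mean of all tested compounds plus 3 SD, cut at about 70% in these data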;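 also: 0% = DMSO with NR2E3 transfected cells and 100% = cells lacking NR2E3 construct; higher means lower luciferase signal from less NR2E3 corepressor binding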
Target sequence (Q9Y5X4 whole entry, looked up, the tested form may be a part): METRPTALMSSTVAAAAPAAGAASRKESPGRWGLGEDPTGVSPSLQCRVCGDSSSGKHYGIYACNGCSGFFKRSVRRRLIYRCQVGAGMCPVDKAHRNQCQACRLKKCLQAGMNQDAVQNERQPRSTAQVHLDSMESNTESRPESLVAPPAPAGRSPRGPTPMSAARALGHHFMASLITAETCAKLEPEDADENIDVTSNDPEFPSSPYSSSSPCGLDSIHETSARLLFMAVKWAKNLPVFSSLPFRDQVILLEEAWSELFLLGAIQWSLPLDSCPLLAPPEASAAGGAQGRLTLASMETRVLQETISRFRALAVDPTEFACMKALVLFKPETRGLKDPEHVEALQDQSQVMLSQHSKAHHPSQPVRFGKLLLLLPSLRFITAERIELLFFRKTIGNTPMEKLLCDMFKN
PDI turbidity = inhibitors of human protein disulfide isomerase | P07237 | PDI insulin aggregation turbidity, A650, 90 min | inhibition, % at 10 µM | actives 0.052% (n = 350,000) | AID 588391;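 active = mean inhibition across replicates of 30% or more, whatever share of single replicates reach that level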;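 also: absorbance from insulin aggregation driven by PDI reduction with DTT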
Target sequence (P07237 whole entry, looked up): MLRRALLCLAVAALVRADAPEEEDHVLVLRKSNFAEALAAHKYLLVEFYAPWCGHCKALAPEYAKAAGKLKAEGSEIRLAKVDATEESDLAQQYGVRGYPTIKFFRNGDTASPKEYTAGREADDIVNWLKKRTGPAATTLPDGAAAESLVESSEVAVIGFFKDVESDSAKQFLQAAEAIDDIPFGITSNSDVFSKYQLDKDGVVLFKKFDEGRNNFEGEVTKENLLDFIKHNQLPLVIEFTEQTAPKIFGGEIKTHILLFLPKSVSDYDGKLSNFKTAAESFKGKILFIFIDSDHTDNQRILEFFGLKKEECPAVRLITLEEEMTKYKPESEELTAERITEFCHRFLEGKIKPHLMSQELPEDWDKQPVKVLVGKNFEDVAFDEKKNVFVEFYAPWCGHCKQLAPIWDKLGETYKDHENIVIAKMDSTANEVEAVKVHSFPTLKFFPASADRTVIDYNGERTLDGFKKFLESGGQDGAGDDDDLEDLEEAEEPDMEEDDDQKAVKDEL
aDG glyco up = alpha-DG glycosylation activation | AID 624168 | actives 0.22% (n = 360,000) | Pro5-aDG cells, alpha-DG glycosylation AlphaScreen (IIH6); 0% Pro5, 100% B10-LARGE cell signal | activation, % at 10 µM;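 active = activation of at least 8% versus controls, or a plate z-score of at least 8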;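 also: Pro5 are CHO cells carrying HIG-tagged alpha-DG that lacks glycosylation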
iPSC survival up = enhancers of human iPSC single-cell survival | survival enhancement, % at 20 µM | AID 602274 | actives 0.044% (n = 360,000) | hiPSC single-cell survival, ATPlite luminescence; 100% = ROCK inhibitor wells, 0% = DMSO; in the data active = survival enhancement above about 18%;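 also: cells exposed to compounds for 16 hours before the ATP read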
HIF-2a inh = HIF-2a inhibition; 786-0 RCC cells HIF-2a reporter, luciferase luminescence, overnight; inhibition, % at 18.8 µM; actives 0.72% (n = 360,000); AID 624352;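 active = inhibition of the luminescence signal of 40% or more relative to plate controls, in a single-dose primary screen at 18.75 µM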
NR2E3 ag-2 = agonists of human nuclear receptor NR2E3. Q9Y5X4. GST-NR2E3/biotin-RetCOR TR-FRET, 1536-well. inhibition of corepressor binding, % at 4.78 µM. actives 0.12% (n = 320,000). AID 2300;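 active = percent inhibition above the cutoff of mean plus 3 SD of all tested compounds, set per screening campaign, cut at about 20% in these data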;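 also: 0% = DMSO wells and 100% = biotin wells as full block of FRET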
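System: GST-NR2E3 and biotin-RetCOR proteins; probe or stimulus: 7 nM biotin-RetCOR; doses: compound at 4.8 µM, single dose; schedule: Compound–protein incubation for 5 h at 4 °C; detection: time-resolved FRET; read-out: percent inhibition; controls: biotin wells as high control, 0.6% DMSO wells as low control; format: 1536-well plates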
Peg3 promoter = reduces Peg3 promoter-driven luciferase expression in HeLa | HeLa PEG-Prom luciferase reporter, luminescence, overnight | inhibition, % at 20 µM | actives 1.7% (n = 360,000);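 active = inhibition of at least 50% at 20 µM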
CaV13 ICDI inh = Primary screen for inhibitors of IQ motif and Ca2+-dependent inactivation inhibitor domain binding in CACNA1D, Förster resonance energy transfer in living cells, …; HEK cells, CFP/YFP FRET ICDI-IQ, plate reader, 10 min; percent FRET-ratio fall versus neutral wells; inhibition, % at 12.3 µM; actives 0.098% (n = 340,000);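 active = mean replicate inhibition of at least 30% and at least 1% of replicates passing that level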;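 also: 0% = median of the neutral control wells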
Exocytosis inh = blocks lytic granule exocytosis | TALL-104 LAMP-1 surface exposure, flow cytometry; cells stimulated with thapsigargin and PMA | inhibition, % at 10 µM | actives 0.66% (n = 360,000) | AID 651702;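 active = inhibition above about 55%, limit read from the data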
An asterisk follows results filed as active; x = not tested or not shown.

SMILES	MITF TRPM1 inh	Vif inh	NR2E3 ag-1	PDI turbidity	aDG glyco up	iPSC survival up	HIF-2a inh	NR2E3 ag-2	Peg3 promoter	CaV13 ICDI inh	Exocytosis inh
Cc1cc(OC(C)C(=O)NC2CC(C)(C)NC(C)(C)C2)c2c(C)cc(=O)oc2c1 (configuration not stated)	2	-5	-7	7	0.0	-0.4	2	3	-9	-3	-5
c1ccc(-c2ncc(CN3CCN(c4ccccn4)CC3)[nH]2)cc1	-1	5	-2	-10	0.0	0.3	-16	-1	-11	-5	4
COC(=O)c1cnn2c(C)c(Cc3cccc(F)c3)c(C)nc12	8	14	22	2	2.4	0.9	-5	2	4	-6	-3
CCCCN(C(=O)c1ccc2c(c1)OCO2)C1CCS(=O)(=O)C1 (configuration not stated)	11	-4	-2	-4	0.1	-0.2	19	-2	-7	-7	6
CC(CNC(=O)c1ccccc1Cl)c1ccccc1 (configuration not stated)	-69	-4	-34	-7	-0.1	-0.4	-216	3	-165	-2	0
CCN(C(=O)COC(=O)CNC(=O)c1ccc(C)c(C)c1)C1CCS(=O)(=O)C1 (configuration not stated)	-1	-7	17	-8	0.3	-0.7	1	1	-8	-7	3
O=C(COC(=O)c1ccc(N2CCCC2=O)cc1)Nc1ccccc1	-5	-4	-1	0	2.0	-0.4	2	4	-4	-5	-2
Cc1ccccc1-c1cc2nc(C)c(C)c(=O)n2[nH]1	-27	-6	-11	4	-0.1	-0.2	-137	x	-132	-19	1
CNC(=O)c1ccc(-n2nc(C)cc2-c2ccccc2)cc1	6	7	-17	-4	-0.1	0.2	28	-1	10	-4	0
CCOc1cccc(CNCCSc2nnnn2C)c1	8	5	4	-1	0.0	-0.8	8	0	10	2	1
c1ccc(CSC2=NNC(c3ccccn3)S2)cc1 (configuration not stated)	44	-6	2	3	-0.3	-0.9	-17	5	13	-4	-2
COc1ccccc1-c1cc(C(=O)Nc2cccnc2)no1	-46	29	2	-2	0.4	-0.7	-233	0	-201	-4	1
CC(C)(C)NC(=O)C1c2ccccc2OCC(=O)N1C1CC1 (configuration not stated)	x	x	-22	x	-0.1	-0.1	-6	x	x	-6	-4
O=C(Nc1ccccc1C(F)(F)F)c1ncn[nH]1	5	1	-3	3	-0.2	-0.3	9	-2	9	-13	0
CCCC(=O)Nc1cccc(NC(=O)c2ccc(C)c([N+](=O)[O-])c2)c1	-8	1	-12	-25	-0.2	1.5	-59	0	-21	-3	1
O=C(Nc1c[nH]c(=O)[nH]c1=O)c1ccccc1Cl	-5	4	-10	3	0.7	0.0	12	x	45	-4	-1
Fc1ccc(N2CCN(/C=C/c3nnnn3-c3ccccc3)CC2)cc1	8	-1	-21	7	-0.2	0.8	13	0	0	-5	-2
C[C@@H]1CN([C@H](C)CO)C(=O)CCCn2nncc2CO[C@@H]1CN(C)C(=O)c1ccccc1	x	-1	0	4	0.2	5.3	12	x	-5	-8	-3
CCCC(=N)C1=C(O)CC(CC(C)SCC)CC1=O (configuration not stated)	-6	-3	-10	-6	-0.3	-1.6	-2	1	-14	x	0
CCOC(=O)C1=C(C)NC(C)=C(C(=O)OCC)C1C(=O)OCC(=O)NCc1ccc(F)cc1	18	-3	0	2	-0.4	-0.1	10	x	15	-5	0
O=[N+]([O-])c1cc(-c2ncccn2)cs1	-3	-7	-4	0	0.6	1.7	8	4	-6	-7	0
OCCC#Cc1ccc(CN2CCN(Cc3ccsc3)C(CCO)C2)cc1 (configuration not stated)	8	-5	5	-2	0.4	0.3	14	4	11	-5	-3
CC(=O)Nc1ccc(NC(=O)Nc2ccc(C)cc2C)cc1	-12	-2	5	-4	-0.4	1.8	6	5	-15	-6	4
CC(C)(C)N1C(=O)c2ccc(C(=O)Nc3ccc(C(=O)O)cc3)cc2C1=O	-5	1	-2	-13	0.3	-0.5	12	4	11	-11	6
CCOC(=O)Cn1c2ccc(OC)cc2c2nc3ccccc3nc21	27	-6	-9	-9	-0.4	3.0	16	2	88*	-8	5
COc1cccc(OC)c1C(=O)OCC(=O)N1CC(C)CC(C)C1 (configuration not stated)	2	7	-8	-2	0.3	-0.4	6	1	-15	-6	-1
COCCSc1ccccc1C(=O)Nc1ccc([N+](=O)[O-])cc1OC	12	-10	-15	2	0.0	0.7	0	3	13	-3	-3
COc1cc(OC)nc(Nc2nc(C(N)c3ccccc3)cs2)n1 (configuration not stated)	x	-8	16	8	1.0	-0.2	7	x	0	-6	-5
S=C(Nc1ccccc1Cl)NC1CCC(NC(=S)Nc2ccccc2Cl)CC1 (configuration not stated)	16	-3	11	7	-0.2	-0.3	18	3	7	-2	-1
O=C(Cc1ccc(Cl)cc1)Nc1ccccc1N1CCN(C(=O)c2ccccc2)CC1	7	-2	-15	5	0.6	0.0	13	1	30	-5	-2

Three of the entries above in order of the Vif inh value, smallest number first:
compound | MITF TRPM1 inh | Vif inh | NR2E3 ag-1 | PDI turbidity | aDG glyco up | HIF-2a inh | NR2E3 ag-2 | Peg3 promoter | CaV13 ICDI inh | Exocytosis inh
O=[N+]([O-])c1cc(-c2ncccn2)cs1 | -3 | -7 | -4 | 0 | 0.6 | 8 | 4 | -6 | -7 | 0
CCCC(=N)C1=C(O)CC(CC(C)SCC)CC1=O (configuration not stated) | -6 | -3 | -10 | -6 | -0.3 | -2 | 1 | -14 | x | 0
CC(=O)Nc1ccc(NC(=O)Nc2ccc(C)cc2C)cc1 | -12 | -2 | 5 | -4 | -0.4 | 6 | 5 | -15 | -6 | 4

Record cards, from the list above.
`COc1cccc(OC)c1C(=O)OCC(=O)N1CC(C)CC(C)C1` (configuration not stated) is listed with MITF TRPM1 inh: 2; Vif inh: 7; NR2E3 ag-1: -8; PDI turbidity: -2; aDG glyco up: 0.3; iPSC survival up: -0.4; HIF-2a inh: 6; NR2E3 ag-2: 1; Peg3 promoter: -15; CaV13 ICDI inh: -6; Exocytosis inh: -1
`CCCC(=N)C1=C(O)CC(CC(C)SCC)CC1=O` (configuration not stated) is listed with MITF TRPM1 inh: -6; Vif inh: -3; NR2E3 ag-1: -10; PDI turbidity: -6; aDG glyco up: -0.3; iPSC survival up: -1.6; HIF-2a inh: -2; NR2E3 ag-2: 1; Peg3 promoter: -14; CaV13 ICDI inh: x; Exocytosis inh: 0

(cont.)
SMILES	MITF TRPM1 inh	Vif inh	NR2E3 ag-1	PDI turbidity	aDG glyco up	iPSC survival up	HIF-2a inh	NR2E3 ag-2	Peg3 promoter	CaV13 ICDI inh	Exocytosis inh
COc1ccc(NC(=O)CSc2nccn2Cc2ccccc2)cc1	-24	4	-16	8	-0.1	-0.4	-151	4	-149	-3	-6
CC(C)CN(C(=O)CCNC(=O)c1ccc(Cl)cc1)c1c(N)n(CC(C)C)c(=O)[nH]c1=O	-6	7	1	2	-0.3	0.5	2	1	4	-6	-20
COc1cc2cc(C(c3nnnn3Cc3ccc(F)cc3)N3CCCCCC3)c(=O)[nH]c2cc1OC (configuration not stated)	4	-1	9	-7	-0.1	1.6	-8	0	8	-7	-2
O=C(NCC(=O)N1CCC2(CC1)NCCc1[nH]cnc12)c1ccc(Br)cc1	-2	11	-24	3	-0.5	-0.3	7	-1	-6	-5	-3
COc1cccc(CC(=O)OCC(=O)Nc2c(C)nn(-c3ccccc3)c2C)c1	-3	12	2	-4	-0.1	-0.5	4	x	-2	-6	-3
COCCn1c(C)cc(C(=O)COC(=O)c2ccc(S(=O)(=O)N(C)C)cc2)c1C	-2	-5	1	-14	-0.2	0.6	1	x	0	-7	-4
COc1ccc(C2c3[nH]c4ccccc4c3C[C@H]3C(=O)N(C)CC(=O)N23)cc1OC (some centres not stated)	10	-3	-15	2	-0.1	-0.2	18	-4	6	-19	-8
CCCCC1(C)OC(=O)C(=Cc2ccc(N(C)C)cc2)C(=O)O1 (configuration not stated)	-7	-5	5	-11	0.0	0.5	8	-2	-8	x	0
Cn1cnnc1SCCNS(=O)(=O)c1cccc([N+](=O)[O-])c1	4	x	-8	12	0.0	-0.2	8	0	-5	-3	22
CCOc1ccc(NC(=O)NC2CCCCCCC2)cc1	-76	-10	-132	6	0.2	-0.1	-294	x	-322	-3	-4
C/[N+]([O-])=C\c1cccc(OCCN2CCN(c3ncc(C(F)(F)F)cc3Cl)CC2)c1	-2	-6	8	-2	0.3	-0.1	16	2	15	-19	2
O=C(NC1CCN(Cc2ccccc2)CC1)c1ccc(CS(=O)c2ccccc2Cl)o1 (configuration not stated)	x	-1	-6	0	-0.3	-2.4	4	x	3	-11	-3
CCCn1nc(-c2nnc(-c3ccc(C)c(C)c3)o2)c2ccccc2c1=O	-10	15	1	15	-0.3	-0.1	8	0	18	x	0
CCCCc1nc2sc3c(SCCN(C)C)ncnc3c2c2c1CCC2	3	0	2	0	0.8	-0.7	-7	1	28	-4	-1
CCC(=O)Nc1cccc(NC(=S)NC(=O)c2ccc(Cl)cc2Cl)c1	-43	-13	-46	2	0.6	3.4	-193	1	-184	-16	-2
CCOc1cc(/C=N/NC(N)=O)cc(Br)c1OCC(=O)Nc1ccccc1C	-7	x	-22	-6	-0.3	0.6	40*	3	42	-4	2
COC(=O)CCCCC(=O)C1C(=O)CC(C)(C)C(C(=O)OC)C1=O (configuration not stated)	7	13	-11	-10	-0.2	2.3	26	-3	0	-2	-9
O=c1/c(=C/c2ccc(CNS(=O)(=O)c3ccccc3)o2)sc2n1CCN=2	2	-3	-20	2	0.1	-0.1	7	-3	-23	-9	-4
CN(C)C(=O)N1CCN(C(=O)c2ccccc2Sc2ccccc2C#N)CC1	-2	-2	-20	-48	0.0	2.1	-60	0	14	-5	9
CCN(CC)CCNC(=O)c1cn(CC)c2cc(N3CCN(C)CC3)c(F)cc2c1=O	3	5	-2	2	0.2	-0.3	13	1	-4	-4	-1
O=C1/C(=C\c2ccc(O)c(O)c2)C(c2ccccc2)=NN1c1ccccc1	-3	8	-18	10	-0.1	-0.6	5	x	7	-20	0
O=C(N/N=C/c1ccccc1[N+](=O)[O-])c1ccncc1	-3	-2	-14	-1	-0.1	-0.1	-60	0	-18	-20	2
Cc1ccc(NC(=O)NC2CCCc3ccccc32)cc1 (configuration not stated)	-14	5	-31	2	0.3	0.2	-25	3	-6	-3	2
CN(C)S(=O)(=O)N1CCN(c2ccc([N+](=O)[O-])c(N3CCCCC3)c2)CC1	-6	-4	-5	3	0.1	2.7	-15	3	10	-3	0
OCCC1CN(Cc2cn[nH]c2C2CCCCC2)CCN1C1CCCCC1 (configuration not stated)	9	0	-5	-2	-0.3	-0.1	4	2	12	-8	8
Cc1cc(-c2nn(-c3ccccc3F)cc2CNCCc2cnccn2)c(C)s1	3	2	-10	-1	0.5	-0.7	-13	1	3	-4	25
CN1C[C@@H]2[C@@H]3C(=O)N(C)C(=O)[C@@H]3[C@](C)(C1=O)N2C(=O)c1ccc(F)cc1	13	-5	-1	0	0.0	0.0	7	x	-12	-9	-2
Cc1c(C(=O)Nc2ccc3c(c2)OCO3)oc2ccccc12	-40	-6	-165	-4	0.3	-0.4	-243	1	-348	-3	13
CCC(C(=O)Nc1ccc(S(=O)(=O)Nc2ncccn2)cc1)c1ccccc1 (configuration not stated)	2	13	8	5	0.0	-0.6	18	2	7	-20	-6
COc1cccc(NC(=O)N2CCCC2C(=O)NCc2ccccc2)c1 (configuration not stated)	14	4	18	-3	-0.2	0.7	9	-1	3	0	-1

High-throughput results from PubChem.
